GPR35 antagonists: GPR35 antagonists blocking zaprinast-driven arrestin recruitment, primary screen, imaging, U2OS, beta-arrestin-GFP, zaprinast agonist (AID 2058); U2OS GPR35 beta-arrestin-GFP translocation imaging, zaprinast antagonism; higher % means a stronger effect; one-dose inhibition, % at 10 µM; IC50 in µM for titrated hits; 290,000 tested, 0.052% active;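 active = inhibition of at least 50% with at least 30 cells and total cytoplasm GFP at most 10,000,000; inconclusive = under 30 cells or total GFP of 10,000,000 plus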
NTR1 agonist: NTR1-driven beta-arrestin-GFP spot formation – imaging, U2OS cells, high content, primary screen (AID 493036); agonist mode; 330,000 tested, 0.17% active; activation, % at 20 µM;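 active = activation at or above 40% of the spot to cytoplasm intensity ratio, with at least 20 cells analyzed; inconclusive = wells under 20 cells, flagged as cytotoxic or low count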;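 note: 0% = DMSO without peptide and 100% = 100 nM NTR1 peptide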
Target sequence (P30989 whole entry, looked up): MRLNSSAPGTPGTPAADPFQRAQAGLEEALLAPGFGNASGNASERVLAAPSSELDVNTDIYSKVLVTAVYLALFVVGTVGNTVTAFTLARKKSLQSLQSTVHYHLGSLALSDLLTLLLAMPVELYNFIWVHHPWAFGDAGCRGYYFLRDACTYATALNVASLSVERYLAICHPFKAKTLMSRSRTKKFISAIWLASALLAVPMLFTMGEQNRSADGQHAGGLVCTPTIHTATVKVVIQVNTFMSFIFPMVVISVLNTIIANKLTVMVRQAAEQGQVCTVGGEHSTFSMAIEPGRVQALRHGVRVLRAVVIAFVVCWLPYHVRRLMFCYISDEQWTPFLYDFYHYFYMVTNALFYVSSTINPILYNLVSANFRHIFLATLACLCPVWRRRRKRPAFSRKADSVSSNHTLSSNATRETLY
West Nile antiviral: inhibition of WNV-induced cytopathic effect – cell-based, CPE readout (AID 1621); West Nile virus-infected cells, CPE inhibition; higher % means a stronger effect; one-dose CPE inhibition, % at 10 µM; IC50 in µM for titrated hits; 290,000 tested, 0.02% active; in the data active = a potency from the dose series; inconclusive = CPE inhibition mostly from about 3.7% at the one dose, without a potency; inactive = the rest, 99 in 100 with CPE inhibition below about 2.2%; note: strong numbers were not always called active
T cell modulator: T cell immune modulation candidate. 2C CD8+ T cell-vesicle binding, flow cytometry; active compounds read low. calls only at 7 µM. 330,000 tested, 0.068% active. AID 2052;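 active = response, share of CD8 T cells binding vesicles, and their 90th percentile fluorescence all below set limits, cut at about 80% in these data, passing the limit was not always enough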
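System: murine 2C transgenic CD8+ T lymphocytes; also added: QL9-loaded Drosophila micro-vesicles; times: binding 1.5 h at 37 °C; measured by: flow cytometry, PE anti-B7-1 (FL2) versus Alexa647 anti-CD8 (FL8), PFA-fixed; control set: Peptide-free naked vesicles (low) and QL9 vesicles with 0.7% DMSO vehicle (high)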
KOR beta-arrestin-1: kappa opioid receptor activators – cell-based, luminescence, uHTS, primary screen (AID 1777); KOR beta-arrestin recruitment, luminescence; higher % means a stronger effect; activation, % at 10 µM, or EC50 in µM where a hit was titrated; 280,000 tested, 0.02% active; in the data active = activation above about 50%, passing the limit was not always enough; note: a part of the inactive calls stands beside numbers as strong as those of hits
GPR55 beta-arrestin: GPR55 agonists via beta-arrestin recruitment, primary screen, imaging, U2OS cells, beta-arrestin-GFP redistribution (AID 1961). U2OS GPR55 beta-arrestin-GFP redistribution imaging; higher % means a stronger effect. one-dose activation, % at 10 µM; EC50 in µM for titrated hits. 290,000 tested, 0.048% active;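 active = activation above 40% with more than 50 cells counted in the well; inconclusive = wells holding fewer than 50 cells, flagged as toxic or sparse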;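 note: U2OS osteosarcoma cells stably expressing GPR55 and beta-arrestin-GFP; plate controls were DMSO negative control for no effect and LPI positive control for full effect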
KOR beta-arrestin-2: kappa opioid receptor blockers – cell-based, luminescence, uHTS (AID 1778); KOR beta-arrestin recruitment, luminescence, antagonist mode; higher % means a stronger effect; inhibition, % at 10 µM; hits with a dose series show IC50 in µM; 290,000 tested, 0.091% active; in the data active = inhibition above about 50%; note: strong numbers were not always called active
PhoP inhibition: PhoP-dependent GFP reporter repression – Salmonella Typhimurium, primary screen (AID 1863); one-dose inhibition, % at 50 µM; IC50 in µM for titrated hits; S. Typhimurium PhoP-regulated promoter GFP reporter, 4 h; higher % means a stronger effect; 300,000 tested, 0.16% active;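 active = inhibition over 29.93%, a cutoff 3 SD above the screen mean, later confirmed by dose response; inconclusive = inhibition over 29.93% but no dose response follow-up; inactive = inhibition at most 29.93% or unconfirmed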;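 note: 0% = low Mg2+ inducing control and 100% = high Mg2+ repressing control; strong numbers were not always called active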
GPR55 antagonists: GPR55 antagonists blocking LPI-driven arrestin recruitment, primary screen, imaging, U2OS, beta-arrestin-GFP, LPI agonist (AID 2013) | one-dose inhibition, % at 10 µM; IC50 in µM for titrated hits | 290,000 tested, 0.13% active | U2OS GPR55 beta-arrestin-GFP translocation imaging, LPI antagonism; higher % means a stronger effect;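 active = spots per cell inhibited over 60%, with over 100 cells counted and total cytoplasm intensity under 500,000; inconclusive = wells with under 100 cells, flagged as likely toxic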;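 note: U2OS cells stably carrying GPR55 and arrestin-GFP stimulated by 5 µM LPI near EC80; imaged beta-arrestin-GFP aggregate spots per cell after agonist stimulation; plate controls were LPI-stimulated DMSO wells for no effect and DMSO wells without LPI for full effect; some results filed as inactive read as strong as hits; confirmed hits need IC50 under 10 µM and bright autofluorescent wells are also inconclusive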
T cell modulator vesicle-bound %: second read-out of T cell modulator, no call of its own (marks repeat the call); double positive events, %; measured here: CD8+ vesicle-bound cell fraction;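 binding gate set so that unloaded-vesicle control wells show 10% double positive cells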
NTR1 agonist cell count 20 µM: recorded beside NTR1 agonist, whose call it bears; cell count; measured here: cell count, cytotoxicity flag
Active calls of the source: *; i = inactive; ? = inconclusive; nt = not tested or not shown; [ ] = another dose, or the depositor's remark.

compound	GPR35 antagonists	NTR1 agonist	NTR1 agonist cell count 20 µM	West Nile antiviral	T cell modulator	T cell modulator vesicle-bound %	KOR beta-arrestin-1	GPR55 beta-arrestin	KOR beta-arrestin-2	PhoP inhibition	GPR55 antagonists
O=C(O)CCCC(=O)NCCc1ccncc1	-6%	0.9	79	0.1%	i	43	0.9%	-0.1%	4%	-8%	9%
COc1cc(NC2CCCCC2O)c2nc(-c3ccc(Cl)cc3)ccc2c1 (centres undefined)	35%	16	83	-1.5%	i	12	1.3%	14%	20%	2%	33%
Cc1c(C#N)c(N)nc2c3c(sc12)NC(=O)CC3c1ccc(Cl)cc1 (centres undefined)	-2%	2.1	73	?	i	48	9.0%	-0.6%	12%	-7%	-22%
C/C(=N\NC(=O)c1cccc(N/N=C(\C)c2cc(O)ccc2O)c1)c1cc(O)ccc1O	-6%	0.2	83	-0.1%	i	61	-5.3%	-0.1%	-58%[20 µM]	-3%	6%
Cc1[nH]c2ccccc2c1C(=O)CN1CCCC1	6%	0.1	47	-0.9%	i	54	-3.7%	0.8%	-3%	11%	5%
COC(=O)Cc1n[nH]c(=S)[nH]c1=O	-2%	-1.0	52	-0.3%	i	24	-4.2%	0.1%	-3%	-8%	-2%
COC(=O)c1ccc(C(NC(=O)OCc2ccccc2)/C(C)=C/[C@@H](C)C(=O)NCc2ccc(-c3ccccc3)cc2)cc1 (some centres undefined)	-11%	5.7	86	-0.3%	i	26	0.6%	0.3%	3%	1%	-1%
O=C1Nc2cc(C(=O)NCCCN3CCCC3)ccc2S/C1=C/c1ccccc1F	25%	3.9	53	1.7%	i	11	-0.9%	-0.3%	4%	-5%	7%
Cc1cccc(NS(=O)(=O)c2ccc(Oc3ccccc3)cc2)n1	-3%	-2.0	94	-0.3%	i	6	0.1%	-0.2%	14%	9%	4%
CC(C(=O)Nc1ccccc1-c1ccccc1)N1CCCCC1 (centres undefined)	-2%	0.4	47	-0.4%	i	30	2.3%	0.0%	9%	3%	6%
CCOC(=O)C(NC(=O)CC)(N1CCc2ccccc2C1)C(F)(F)F (centres undefined)	15%	5.4	50	-0.2%	i	34	-0.2%	0.2%	-13%	6%	-6%
COc1ccc2oc(=Nc3cccc(F)c3)c(C(N)=O)cc2c1	5%	3.6	72	-0.4%	i	61	-0.6%	0.0%	-35%	0%	1%
Cc1sc(N)c(C#N)c1C	-3%	0.9	42	-0.3%	i	49	10%	0.1%	-26%	14%	8%
O=C(NN1C(=O)C2C(C1=O)C1C=CC2C12CC2)c1ccccc1 (centres undefined)	0%	0.8	77	-0.5%	i	48	-4.9%	0.6%	19%	-2%	5%
O=C(Nc1ccccc1)Nc1ccccc1Br	-9%	-0.1	55	0.1%	i	48	-3.0%	0.2%	-5%	-1%	-2%
CCn1cc(C(=O)N/N=C(/C)c2ccc(F)cc2)c(=O)c2cc(F)c(N3CCCC3)cc21	7%	nt	nt	-0.2%	nt	nt	3.6%	0.0%	-52%	-8%	-2%
C#CCOCCOCCOCCNc1nc(N2CCOCC2)nc(N2CCN(C(=O)[C@H]([C@@H](C)O)n3cc(CCCCN)nn3)CC2)n1	12%	-1.1	109	0.1%	i	20	3.4%	0.2%	22%	6%	8%
Cc1ccc(-n2c(SCC(=O)N3CC(=O)Nc4ccccc43)nc3ccccc3c2=O)cc1	-2%	1.1	61	0.0%	i	36	-1.8%	-0.2%	24%	23%	12%
C=CCn1cc(Cl)cc(C(=O)Nc2ccccc2)c1=O	16%	9.5	81	-1.1%	i	63	-5.8%	0.0%	12%	1%	-1%
CCN(CC)S(=O)(=O)c1cccc(-c2nnc(C(=O)c3ccc(C(F)(F)F)cc3)o2)c1	14%	0.0	68	-1.2%	i	11	13%	0.3%	-6%	-10%	13%
Cc1sc2ncnc(N/N=C/c3cccc(O)c3)c2c1C	-15%	7.6	55	-0.9%	i	9	7.0%	0.2%	11%	0%	8%
COc1cc(N(C)C)c([N+](=O)[O-])cc1C(=O)N1CCOCC1	-2%	2.9	33	-0.1%	i	25	-2.8%	0.6%	0%[20 µM]	nt	5%
O=C(O)C=C(Br)Br	-15%	-0.1	94	-0.4%	i	34	-2.3%	-0.2%	-21%[20 µM]	12%	3%
Cc1cc(C)n2nc(NCc3cccc(Br)c3)nc2n1	-5%	1.2	83	-0.7%	i	46	-3.0%	-0.1%	-32%	5%	-7%
CC(C)(C)n1nnnc1C(c1ccncc1)N1CCN(C2CCCCC2)CC1 (centres undefined)	8%	0.0	65	-0.4%	i	30	3.1%	-0.1%	10%	7%	4%
CC(NC(=O)c1cc(-c2cccs2)on1)c1ccccc1 (centres undefined)	3%	-1.1	93	0.1%	i	46	4.1%	-0.1%	-15%	25%	0%
CCOc1ncccc1C(=O)N1CCN(S(=O)(=O)c2ccc3ccccc3c2)CC1	12%	-0.1	71	0.3%	i	22	-2.1%	-0.1%	31%	nt	-1%
CCOc1cc(N2C(=O)CC3CS(=O)(=O)CC32)c(OCC)cc1NC(=O)c1ccccc1 (centres undefined)	-14%	1.7	54	0.8%	i	46	-2.3%	-0.1%	2%	-8%	0%
C/C(=N\OC(=O)c1ccc(F)cc1)c1sc(-c2ccccc2)nc1C	10%	2.8	79	-0.2%	i	38	-3.7%	-0.1%	-1%	-3%	-6%
O=C1CC(N2CCOCC2)C(=O)N1c1ccc(Cl)cc1 (centres undefined)	2%	2.3	51	0.1%	i	37	0.8%	1.6%	-26%	-11%	-2%

Pulled by compound from the list above, four records:
compound	GPR35 antagonists	NTR1 agonist	NTR1 agonist cell count 20 µM	West Nile antiviral	T cell modulator	T cell modulator vesicle-bound %	KOR beta-arrestin-1	GPR55 beta-arrestin	KOR beta-arrestin-2	PhoP inhibition	GPR55 antagonists
C/C(=N\NC(=O)c1cccc(N/N=C(\C)c2cc(O)ccc2O)c1)c1cc(O)ccc1O	-6%	0.2	83	-0.1%	i	61	-5.3%	-0.1%	-58%[20 µM]	-3%	6%
O=C(O)C=C(Br)Br	-15%	-0.1	94	-0.4%	i	34	-2.3%	-0.2%	-21%[20 µM]	12%	3%
Cc1[nH]c2ccccc2c1C(=O)CN1CCCC1	6%	0.1	47	-0.9%	i	54	-3.7%	0.8%	-3%	11%	5%
O=C1Nc2cc(C(=O)NCCCN3CCCC3)ccc2S/C1=C/c1ccccc1F	25%	3.9	53	1.7%	i	11	-0.9%	-0.3%	4%	-5%	7%

Continued:
compound	GPR35 antagonists	NTR1 agonist	NTR1 agonist cell count 20 µM	West Nile antiviral	T cell modulator	T cell modulator vesicle-bound %	KOR beta-arrestin-1	GPR55 beta-arrestin	KOR beta-arrestin-2	PhoP inhibition	GPR55 antagonists
Cc1cccc(NC(=O)Cn2nnc3sc4c(c3c2=O)CC(C)(C)OC4)c1	-10%	0.9	53	-0.3%	i	1	2.3%	0.5%	12%	-5%	-6%
CN1CCN(CC#Cc2ccccc2)CC1CCO (centres undefined)	2%	-0.5	52	-0.5%	i	48	3.7%	-0.2%	-48%[20 µM]	-2%	-8%
COc1ccc(CN(Cc2cc3cc4c(cc3[nH]c2=O)OCO4)C(=O)NC2CCCCC2)cc1	-4%	-1.3	32	-0.1%	i	22	-0.9%	-0.2%	53%	10%	7%
Cc1[nH]nc(-c2ccc(O)cc2O)c1Oc1ccccc1	-7%	2.4	53	0.0%	i	38	10%	-0.2%	-25%	4%	8.3µM*
Cc1ccc(N2CC(O)=C(c3ccccc3)C2=N)cc1	5%	1.8	29	-0.1%	i	10	-3.2%	0.3%	10%	-9%	-5%
COC(=O)c1ccc(NCCC(=O)O)cc1	-9%	-0.4	48	0.1%	i	28	-4.3%	-0.2%	11%	-7%	0%
COc1ccccc1N1CCN(C(=O)c2cc(=O)c3cc(C)cc(C)c3o2)CC1	8%	12	88	-2.2%	i	25	-1.7%	-0.1%	-176%	1%	-14%
O=C(CN1CCN(Cc2ccccc2)C1=O)NCCCN1CCOCC1	11%	2.5	38	0.0%	i	48	0.0%	0.3%	-7%	-5%	2%
COc1cccc(CNC(=O)C(=O)NCC2CCCO2)c1 (centres undefined)	14%	0.0	49	0.2%	i	35	-2.8%	-0.4%	13%	-3%	27%
N#CCC(=O)Nc1ccc(C(=O)NCC(c2ccco2)N2CCCCC2)cc1 (centres undefined)	6%	-1.0	78	1.2%	i	nt	2.2%	0.1%	2%	3%	6%
S=C(NCc1ccccc1)NCc1ccc2c(c1)OCO2	3%	-0.5	35	0.3%	i	50	0.6%	-0.1%	26%	1%	-7%
O=C(NCc1ccc(C(F)(F)F)cc1)C12CN(Cc3ccccc3)CC1C(c1cccc([N+](=O)[O-])c1)=NO2 (centres undefined)	16%	2.1	64	-0.7%	i	40	-0.9%	-0.3%	16%	14%	4%
Cc1[nH]nc(Nc2ccccc2)c1[N+](=O)[O-]	4%	-0.5	82	-0.2%	i	23	3.0%	-0.1%	-13%	2%	8%
CC(C)(C)c1ccc(C(=O)Nc2cccc3c(=O)[nH][nH]c(=O)c23)cc1	-5%	nt	nt	-0.5%	i	37	-1.1%	-0.4%	nt	-7%	3%
CCCCC#Cc1cncc(C(=O)N/N=C/c2ccccc2)c1	-3%	1.1	37	-0.1%	i	24	-0.3%	0.0%	-17%	-2%	10%
CCCC(=O)N1CCN(c2nc3c(OC)ccc(Cl)c3s2)CC1	12%	3.1	55	0.2%	i	18	-1.5%	-0.3%	-34%	-12%	-5%
CC(C)N1CCc2c(sc(NC(=O)c3cc(-c4cccs4)nc4ccccc34)c2C(N)=O)C1	3%	-3.4	57	1.3%	i	32	6.1%	-0.3%	-7%	3%	40%
O=C(O)c1cccc(S(=O)(=O)Nc2ccc3[nH]c(=O)[nH]c3c2)c1	-10%	-1.2	72	0.1%	i	32	4.9%	-1.9%	17%	0%	4%
CCCCc1ccc(NC(=S)NCc2cccs2)cc1	-8%	6.2	85	1.0%	i	49	-0.2%	0.0%	31%	1%	11%

Not a hit list. About 0.62% of those tested had a hit in this group.
